GRP78 ERSR act – induces the endoplasmic reticulum stress response in human glioma cells; Potency, µM, for the others: at the highest dose activation, hits mostly activators; hit rate 0.02% among 420,000; U87-MG GRP78 promoter luciferase reporter, 16 h; AID 602332; active means well fitted activation curve with a large enough effect; inconclusive means small, poorly fitted or top-dose-only effect; inactive means no such curve, though single readings can be large or run the other way; further: series mostly up to about 76 µM; % of control where 0% means no effect; nearly all actives have a fitted effect of over 35% in size
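ERSR induction read as luciferase luminescence (Bright-Glo, 10 min at room temperature) in stably transfected human U87-MG glioma cells exposed to compounds for 16 h, using GRP78 as sensor.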
* marks the source's active call; other numbers are inactive results; ? = inconclusive; & = joins results of further samples. Potency means the concentration at half of the fitted maximal effect.

Start of the listing, in advance:
| canonical_smiles | GRP78 ERSR act |
| --- | --- |
| CCCCC/C=C\C/C=C\C/C=C\C/C=C\CCCC(=O)NCc1ccoc1 | -3.2% |
| CCN(CC)C(=O)N[C@@H]1C[C@@H]2c3cccc4[nH]cc(c34)C[C@H]2N(C)C1 | -4.3% |
| CCCCCCCCc1[se]c2ccccc2c1[Se]c1ccccc1 | -2.1% |

The listing, from the start:
| canonical_smiles | GRP78 ERSR act |
| --- | --- |
| CCCCC/C=C\C/C=C\C/C=C\C/C=C\CCCC(=O)NCc1ccoc1 | -3.2% |
| CCN(CC)C(=O)N[C@@H]1C[C@@H]2c3cccc4[nH]cc(c34)C[C@H]2N(C)C1 | -4.3% |
| CCCCCCCCc1[se]c2ccccc2c1[Se]c1ccccc1 | -2.1% |
| CC(Cc1ccc2c(c1)OCO2)NO (centres undefined) | -3.0% |
| C[C@]12CCC3C(C=CC4=CC(=O)CC[C@]43C)C1CC[C@]2(O)CCC(=O)O (some centres undefined) | -0.6% |
| C[C@H](N)Cc1ccccc1 | -0.1% |
| C=C[C@H]1CN2CC[C@@H]1C[C@H]2[C@@H](O)c1ccnc2ccccc12 | -4.1%&-1.9% |
| COc1ccc(C[C@H]2c3cc(OC)c(OC)cc3CCN2C)cc1OC | -2.7% |
| CN1CC(CNC(=O)OCc2ccccc2)CC2c3cccc4c3c(cn4C)CC21 (centres undefined) | -4.2% |
| C[C@H](N)[C@@H](O)c1ccccc1 | -0.4% |
| CC(C)(C)OC(=O)C(Br)CCBr (centres undefined) | -5.9% |
| OC(c1ccc(Cl)cc1)(c1cncnc1)c1ccccc1Cl (centres undefined) | -2.0% |
| C=C1[C@@H]2C[C@@]3([C@H]1O)[C@H]1C[C@@H]4[C@@]5(C)CC[C@H](O)[C@]4([C@H]1N(CC)C5)[C@H]3C[C@H]2O | -4.1% |
| CCC(=O)OC1[C@@H](N2CCCCC2)C[C@H]2[C@@H]3CC[C@H]4C[C@H](OC(C)=O)[C@@H](N5CCCCC5)C[C@]4(C)[C@H]3CC[C@]12C (some centres undefined) | 14.4% |
| CCN1C[C@]2(COC)CC[C@H](O)[C@@]34[C@@H]5C[C@H]6[C@@H](OC)[C@H]5[C@](O)(C[C@@H]6OC)[C@@](O)([C@@H](OC)[C@H]23)[C@@H]14 | -2.8% |
| C[C@]12C/C(=C/O)C(=O)C[C@@H]1CC[C@@H]1[C@@H]2CC[C@@]2(C)[C@H]1CC[C@]2(C)O | -4.6% |
| COc1ccc2c3c1OC1C(O)C=CC4[C@@H](C2)NCC[C@]314 (some centres undefined) | 0.2% |
| CCCCOCN(C(=O)CCl)c1c(CC)cccc1CC | -6.5% |
| Nc1ccc(N)cc1 | -8.4%&-3.8% |
| CCN1C[C@]2(C)CC[C@H](O)[C@@]34[C@@H]5CC6[C@@H](OC)C[C@@](O)([C@@H]5[C@@H]6O)[C@H](C[C@@H]23)[C@H]14 | -2.5% |
| C/C1=C/C(=O)O[C@@H]2C[C@@H](CC[C@H](C)/C=C\CC1)O[C@@](O)(C1CSC(=O)N1)C2 (some centres undefined) | ? |
| CN1C[C@H](C(=O)N[C@]2(C)O[C@@]3(O)[C@@H]4CCCN4C(=O)[C@H](Cc4ccccc4)N3C2=O)C=C2c3cccc4[nH]cc(c34)C[C@H]21 | -3.6% |
| O=C(CS(=O)C(c1ccccc1)c1ccccc1)NO (centres undefined) | -1.9%&3.7% |
| C[N+](C)(C)CCCl | -0.9% |
| N#CN | -3.9% |
| CN(C)C1C(=O)C(C(N)=O)=C(O)[C@@]2(O)C(=O)C3=C(O)c4c(O)ccc(Cl)c4[C@](C)(O)C3CC12 (some centres undefined) | 15.4% |
| O=[As]O[As]=O (centres undefined) | -6.7% |
| COC(=O)COc1ccc(Cl)cc1Cl | -6.1% |
| CCCCCCCCCC[N+](C)(C)CCCCCCCCCC | -12.3% |
| CCN[C@@H](C)Cc1ccccc1 | -2.6% |

Reprinted from the part before: two entries, then new ones.
| canonical_smiles | GRP78 ERSR act |
| --- | --- |
| CCCCCCCCCC[N+](C)(C)CCCCCCCCCC | -12.3% |
| CCN[C@@H](C)Cc1ccccc1 | -2.6% |
| O=c1ccc2cc(O[C@H]3OC(CO)C(O)C(O)C3O)c(O)cc2o1 (some centres undefined) | -0.1%&-4.0% |
| CCC1C(C)=NN=C(c2ccc(OC)c(OC)c2)c2cc(OC)c(OC)cc21 (centres undefined) | -3.7%&1.1% |
| CCN(CC)CCc1c[nH]c2ccccc12 | -3.6% |
| C[C@]12CCC3C(CCC4=CC(=O)CC[C@@H]43)C1CCC2O (some centres undefined) | -3.3% |
| C[N+]1(C)[C@@H]2CC(OC(=O)[C@@H](CO)c3ccccc3)C[C@@H]1[C@H]1O[C@H]12 (some centres undefined) | -5.4% |
| CCC1COC(Cn2cncn2)(c2ccc(Cl)cc2Cl)O1 (centres undefined) | 0.5% |
| CCCCCCCCCC(=O)O[C@H]1CC[C@H]2[C@@H]3CCC4=CC(=O)CC[C@@H]4[C@H]3CC[C@]12C | -3.5% |
| O=c1ccc2cc(O[C@H]3O[C@@H](CO)[C@@H](O)[C@@H](O)[C@@H]3O)c(O)cc2o1 | -4.1% |
| CC(=O)Oc1ccc(Cl)c2cccnc12 | -6.6% |
| CC1(C)C(=O)[C@@H]2OC2[C@@]2(C)C1CC(O)[C@]1(C)C2CC[C@@]2(C)C(c3ccoc3)OC(=O)C3OC312 (some centres undefined) | -4.9% |
| CS(=N)(=O)CC[C@@H](N)C(=O)O (some centres undefined) | -0.5% |
| CNC(C)C(O)c1ccc(O)cc1 (centres undefined) | -2.9% |
| C[C@]12CCC(=O)C=C1CCc1ccc(O)cc12 | -2.5% |
| CC1(C)[C@@H](C=C(Cl)Cl)[C@@H]1C(=O)OCc1c(F)c(F)cc(F)c1F | -4.3% |
| Nc1ccc(-c2ccc(N)c(N)c2)cc1N | -2.4% |
| COC(=O)CCCc1[se]c2ccccc2c1I | -4.2% |
| Clc1ccc(Cl)cc1 | -3.2% |
| Clc1ccc(CC[C@H](Cn2ccnc2)Sc2c(Cl)cccc2Cl)cc1 | -2.1% |
| C[C@H]1[C@@H]2Cc3ccc(O)cc3[C@]1(C)CCN2CCc1ccccc1 | -4.3% |
| Cc1ccc(Cl)c(O)c1 | -2.9% |
| C[C@H]1CC[C@@]2(NC1)O[C@@H]1C[C@H]3[C@@H]4CC[C@@H]5C[C@@H](O)CC[C@@]5(C)[C@@H]4CC[C@]3(C)[C@@H]1[C@@H]2C | -2.6% |
| CC(=O)OCC1=C(C(=O)O)N2C(=O)C(NC(=O)CCCC(N)C(=O)O)C2SC1 (centres undefined) | -3.8% |
| C#CCOC(C(=O)OCCN(C)C)(c1ccccc1)c1ccccc1 | -3.9% |
| COc1cc2c(cc1O)-c1c(O)c(OC)cc3c1[C@H](C2)N(C)CC3 | -1.3% |
| CC(C)(C)OC(=O)N1CC[C@H]1COc1cnc[c]([Sn]([CH3])([CH3])[CH3])c1 | -3.3% |
| CC1(O)CCC2C3CCC4=CC(=O)CCC4(C)C3(F)C(O)CC21C (centres undefined) | -1.5% |
| O=C1C=C2C=C[C@@H]3C[C@@]2(O1)[C@H]1CCCCN31 | -8.0%&-6.6% |
| O=c1ccc2cc(OC3OC(CO)C(O)C(O)C3O)c(O)cc2o1 (centres undefined) | -4.1% |
| COC1C(O)C(C)O[C@@H](OC2CC[C@@]3(C)C4CC[C@]5(C)C(C6=CC(=O)OC6)CC[C@@]5(O)C4CC[C@@H]3C2)C1O (some centres undefined) | -6.7% |
| CN1C(=O)[C@]23CC4=CC=C[C@H](O)[C@H]4N2C(=O)[C@@]1(CO)SS3 | -12.1% |
| C[C@H]1C(=O)O[C@@H]2CCN3CC=C(COC(=O)[C@@](C)(O)[C@@]1(C)O)[C@H]23 | -2.5% |
| COc1cc2c(cc1O)[C@H]1Cc3ccc(OC)c(O)c3CN1CC2 | -3.2% |
| F/C(COc1ccc2c(c1)[nH]c1ccccc12)=C1/CN2CCC1CC2 | ? |
| O[N+]1=CC=CCC1=S.On1ccccc1=S.[Zn] | -12.5% |
| Cc1ccc2c(c1)[C@@H]1CN(C)CC[C@H]1N2 | -4.3% |
| N#Cc1c(Cl)cccc1Cl | -4.4% |
| COc1cc2c3cc1Oc1c(OC)c(OC)cc4c1C(Cc1cccc(c1)Oc1ccc(c(O)c1)CC3N(C)CC2)N(C)CC4 (centres undefined) | -2.0% |
| CCN1C[C@@]2(COC)CC[C@H](O)[C@@]34[C@@H]2C[C@@H]([C@@H]13)[C@]1(O)C[C@@H](OC)C2C[C@H]4[C@H]1[C@H]2OC(C)=O | -4.2% |
| Clc1ccccc1Cl | -1.9% |
| CN(C)C1CSSSC1 | -1.8% |
| Oc1cccc[c]1[Hg][Cl] | -11.8% |
| CCCC(=O)O[C@@H]1[C@@H](C)[C@@]2(O)[C@@H](C=C(CO)C[C@]3(O)C(=O)C(C)=C[C@@H]23)[C@@H]2C(C)(C)[C@]12OC(=O)CCC | 1.1% |
| O=C(O)CCCO | -0.6% |
| CNC(C)[C@H](O)c1ccccc1 (some centres undefined) | -4.9% |
| COC1=CC(=O)O[C@@H](/C=C\c2ccccc2)C1 | -2.6% |
| CCOP(=O)(OCC)Oc1ccc2ccc(=O)oc2c1 | -2.3% |
| C[C@@]12CCC(O)C[C@H]1CCC1C2CC[C@]2(C)C(=O)CCC12 (some centres undefined) | -3.2% |
| CCCCCl | -5.0% |
| C[C@@H]1O[C@H](O[C@H]2C[C@@H](O)[C@@]3(CO)[C@H]4[C@@H](O)C[C@]5(C)[C@@H](C6=CC(=O)OC6)CC[C@]5(O)[C@H]4CC[C@]3(O)C2)[C@@H](O)[C@H](O)[C@@H]1O | -7.1% |
| CCCCCCCCCC[n+]1cccc([C@@H]2CCCN2C)c1 | -2.5% |
| C=C(C)[C@]12C[C@@H](C)[C@@]34OC(Cc5ccccc5)(O[C@@H]1[C@@H]3C=C(COC(=O)Cc1cc(I)c(O)c(OC)c1)C[C@]1(O)C(=O)C(C)=C[C@@H]41)O2 | 6.8% |
| C[C@@H]1CC([C@H](O)CC2CC(=O)NC(=O)C2)C(=O)[C@@H](C)C1 (some centres undefined) | -5.2% |
| O=C1NC(=O)C(=O)C(=O)N1 | -2.5% |
| CN1CCC2=C[C@H](O)[C@@H]3OC(=O)c4cc5c(cc4[C@H]3[C@H]21)OCO5 | -3.5% |
| COc1cc2c(c3oc4cccc(O)c4c(=O)c13)C1C=CO[C@@H]1O2 (some centres undefined) | -0.1% |
| C/C=C1\C[N@@+]2(C)CC[C@@]34C(=C(C=O)[C@H]1C[C@H]32)Nc1ccccc14 | -3.3% |
| COc1c(CC=C(C)C)c2c(c3oc(=O)c(-c4ccc(O)cc4)c(O)c13)C=CC(C)(C)O2 | 0.4% |
| CC(C)[C@H](NC(=O)[C@H](CCC(=O)O)NC(=O)[C@H](Cc1ccccc1)NC(=O)[C@@H](C)NC(=O)[C@@H](N)Cc1ccc(O)cc1)C(=O)N[C@H](C(=O)NCC(N)=O)C(C)C | -5.4% |
| O=C(NC(=O)c1ccccc1Cl)Nc1ccc(OC(F)(F)F)cc1 | -5.2% |
| COC(=O)[C@H]1[C@H](c2ccccc2)C(=O)[C@@]2(O)c3ccccc3O[C@@]12c1ccccc1 | -4.5% |

The listing continues.
| canonical_smiles | GRP78 ERSR act |
| --- | --- |
| C=C1C2CC[C@@]3(C)C(c4ccoc4)OC(=O)C[C@@]13OC1CC(=O)C(C)(C)C(C(OC(C)=O)C(=O)OC)[C@@]12C (some centres undefined) | -4.8% |
| CC[C@H]1CN2CC[C@@H]1C[C@H]2[C@@H](O)c1ccnc2ccc(OC)cc12 | -6.0% |
| C[C@H]1CC[C@@]2(NC1)O[C@@H]1C[C@H]3[C@@H]4CC=C5C[C@@H](O)CC[C@]5(C)[C@@H]4CC[C@]3(C)[C@@H]1[C@@H]2C | -2.4% |
| C[C@H](CCC(=O)O)C[C@H](C)C[C@H](C)C(=O)/C=C(\O)[C@H](C)C[C@H](C)C/C=C/[C@@H](C)[C@@H](O)[C@@H](C)[C@@H](O)C[C@@H]1CC[C@@](C)([C@H]2CC[C@@](C)([C@@H](C)O)O2)O1 | -4.7% |
| CCC(C)C(=O)OC1C(O)C2C(CN3CC(C)CCC3[C@]2(C)O)C2C[C@]34O[C@@]5(O)C(OC(=O)C(C)(O)CC)CCC3(C)C5C(OC(C)=O)C(OC(C)=O)C4[C@@]21O (some centres undefined) | -4.7% |
| C[N+](C)(C)CC(=O)[O-] | -5.2% |
| CNC(C)[C@@H](O)c1ccccc1 (some centres undefined) | -4.0% |
| CC(N)[C@H](O)c1ccccc1 (some centres undefined) | -3.1% |
| CC1C(=O)OC2CC34C5CC(C(C)(C)C)C36C(OC(=O)C6O)OC4(C(=O)O5)C21O (centres undefined) | -2.4% |
| Oc1ccc2c3c1O[C@H]1[C@H](O)CC[C@@]4(O)[C@@H](C2)N(CC2CC2)CC[C@]314 | -6.6% |
| O=C1C=CC(=O)C(Cl)=C1 | -7.3% |
| c1ccc2c(c1)c1cc[n+]2CCCCC[n+]2ccc(c3ccccc32)NCCCCCN1 | -6.8% |
| C[C@H]1CC[C@@H]2[C@@H](C)C(=O)O[C@H]3O[C@@]4(C)CC[C@H]1[C@@]32OO4 | -4.4% |
| CO[C@]12CC[C@@]3(C[C@@H]1[C@](C)(O)C(C)(C)C)[C@@H]1Cc4ccc(O)c5c4[C@@]3(CCN1CC1CC1)[C@H]2O5 | -11.1% |
| CCCCC/C=C\C/C=C\C/C=C\C/C=C\CCCC(=O)N(Cc1ccc(O)c(Cl)c1)Cc1ccc(O)c(Cl)c1 | -12.5% |
| CCN(CC)/[N+]([O-])=N/O | -4.5% |
| C[C@@H]1CC[C@H]2[C@@H](C)C(=O)O[C@@H]3OC4(C)CC[C@@H]1C32OO4 (some centres undefined) | -4.9% |
| C[C@@]12CCC3C(CC[C@@H]4CC(O)CC[C@@]34C)C1CCC2O (some centres undefined) | -2.3% |
| Clc1ccc2c(c1)C(c1ccccc1)=NCc1nncn1-2 | -3.2% |
| CC[C@]1(c2cccc(O)c2)CCCCN(C)C1 | -1.6% |
| COC(=O)C(c1ccccc1)C1CCCCN1 (centres undefined) | -1.6% |

From PubChem BioAssay

This is a subset, so the mix of outcomes need not match the whole.
